Screening data as filed in PubChem.
BLM helicase inh: inhibitors of human Bloom syndrome helicase BLM | Potency, µM (highest dose often 56.1 µM), inactives show top-dose activity change, negative = inhibition, actives largely listed as inhibitors | hit rate 0.2% among 350,000 | AID 2528 | recombinant BLM DNA unwinding, fluorescence dequenching | P54132;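 also: plate controls were vehicle for no effect and no enzyme for full effect; nearly all actives have a fitted effect of over 35% in size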
APEX1 inh: APE1 (human) endonuclease inhibition. hit rate 0.35% among 350,000. AID 2517. recombinant APE1, TAMRA/BHQ-2 abasic DNA cleavage fluorescence. Potency, µM (highest dose often 65.8 µM), for the others: at the top dose activity change, negative = inhibition, hits mostly inhibitors;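 also: plate controls were vehicle for no effect and reference inhibitor for full effect; nearly all actives have a fitted effect of over 55% in size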
Target sequence (P27695 whole entry, looked up): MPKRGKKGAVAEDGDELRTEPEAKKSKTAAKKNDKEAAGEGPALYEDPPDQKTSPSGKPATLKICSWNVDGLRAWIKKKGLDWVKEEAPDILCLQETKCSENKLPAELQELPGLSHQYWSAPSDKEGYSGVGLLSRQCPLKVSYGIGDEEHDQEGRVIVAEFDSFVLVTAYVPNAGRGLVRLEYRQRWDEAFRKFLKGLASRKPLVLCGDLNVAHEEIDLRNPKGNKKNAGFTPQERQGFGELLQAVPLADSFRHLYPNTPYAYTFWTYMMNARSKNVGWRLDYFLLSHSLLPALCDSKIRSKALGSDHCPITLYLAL
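Incision of a quenched TAMRA/BHQ-2 THF abasic-site duplex (50 nM) by 0.75 nM APE1, after 15 min compound preincubation, measured as fluorescence increase over three 60 s reads. Values normalized to buffer, DMSO and NSC13755 control wells.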
Active calls of the source: *; ? = inconclusive; [ ] = dose if it differs, or a comment. Calls follow the shape of the dose curve; as a rule, active = well fitted curve in the direction sought with a large enough effect; inconclusive = small, poorly fitted or top-dose-only effect, or another doubt; inactive = no such curve, though single readings can be large; an effect the other way counts as inactive or inconclusive. Potency is read from the fitted curve at half-maximal effect. This is a subset (hit frequency here may not be typical).

SMILES	BLM helicase inh	APEX1 inh
CCCCc1nc2c(c3c1C[C@H](C)OC3)CN(C(=O)Nc1ccc(OC)cc1)CC2	0%[12.4 µM]	16%[12.4 µM]
COc1cc(C2=N/C(=C\c3ccccc3)C(=O)O2)cc(OC)c1OC	-3%	2%
CC(=O)C1=C(O)C=C2Oc3c(C(C)=O)c(O)c(C)c(O)c3C2(C)C1=O (centres undefined)	-1%	-2%
CCOC(=O)CC(C(=O)OCC)C1CCCCC1=O (centres undefined)	0%	0%
CC#CCN1c2ccccc2[C@]23C[C@@H](C(=O)OC)N(S(=O)(=O)c4ccc([N+](=O)[O-])cc4)C2=NC(C(=O)OC)=C(C(=O)OC)[C@H]13	-4%[12.4 µM]	0%[12.4 µM]
C=CCN1c2ccccc2[C@]23C[C@@H](C(=O)OC)N(S(=O)(=O)c4ccc5c(c4)OCCN5C)C2=NC(C(=O)OC)=C(C(=O)OC)[C@H]13	-7%[12.4 µM]	0%[12.4 µM]
N#CCCCS(=O)(=O)c1nc2ccccc2s1	-3%	-2%
COc1ccc(/C=C2\NC(=O)[C@@H]3Cc4ccccc4CN3C2=O)cc1	-14%	0%
C[C@H]1Cc2c(COc3ccccc3)nc3c(c2CO1)CN(S(=O)(=O)c1ccc(C#N)cc1)CC3	-3%[12.4 µM]	-3%[12.4 µM]
COC(=O)C1=C(C(=O)OC)[C@@H]2N(C)c3ccc(OC)cc3[C@@]23C[C@@H](C(=O)OC)N(S(=O)(=O)c2ccc(C#N)cc2)C3=N1	-2%[12.4 µM]	-4%[12.4 µM]
FC(F)(F)c1cc(NC(=S)NC23CC4CC(CC(C4)C2)C3)cc(C(F)(F)F)c1	-7%	5%
C=C[C@@H](C1=CC(=O)C(OC)=C(OC)C1=O)c1ccccc1	-2%	1%
CC(C)C[C@@H](CC(=O)N[C@@H](CCCN)CC(=O)N[C@@H]1CCNC[C@H]1C(=O)N[C@H](CC(=O)N[C@@H](CCC(=O)O)CC(=O)O)Cc1c[nH]c2ccccc12)NC(=O)[C@@H]1CCCC[C@H]1N	1%	-4%
COC(=O)[C@@H](NC(=O)O[C@@H]1C(=O)c2cc(OC)ccc2O[C@H]1c1ccc(OC)c(Br)c1)C(C)C	1%	19%
CCCCc1nc2c(c3c1C[C@H](C)OC3)CN(S(=O)(=O)c1ccc(Cl)c3nonc13)CC2	-4%[12.4 µM]	-8%[12.4 µM]
O=S(=O)(Cc1ccccc1)c1nnnn1-c1ccccc1	1%	0%
CC1CCC2=C1C[C@H](C(C)(C)O)CC[C@@H]2C (some centres undefined)	-1%	17%
C[C@H]1Cc2c(-c3ccccc3)nc3c(c2CO1)CN(C(=O)c1cccnc1)CC3	-1%[12.4 µM]	1%[12.4 µM]
COC(=O)C1=C(C(=O)OC)[C@@H]2N(Cc3ccccc3)c3ccccc3[C@@]23C[C@@H](C(=O)OC)N(S(=O)(=O)c2c(C)noc2C)C3=N1	-3%[12.4 µM]	-6%[12.4 µM]
C=CCN1c2ccccc2[C@]23C[C@@H](C(=O)OC)N(S(=O)(=O)c4c(C)noc4C)C2=NC(C(=O)OC)=C(C(=O)OC)[C@H]13	-2%[12.4 µM]	0%[12.4 µM]
C=CCNC(=O)N1CCc2nc(-c3ccc(OC)cc3C)c3c(c2C1)CO[C@@H](c1ccccc1)C3	-5%[12.4 µM]	-3%[12.4 µM]
CCCCC[C@H](O)/C=C/C=C\C/C=C\CCCCCCC(=O)O	-2%	3%
COC(=O)C1=C(C(=O)OC)[C@@H]2N(Cc3ccccc3)c3ccccc3[C@@]23C[C@@H](C(=O)OC)N(C(=O)c2ccco2)C3=N1	-4%[12.4 µM]	-1%[12.4 µM]
COc1ccc2c(c1)C(=O)[C@H](OC(=O)NS(=O)(=O)c1ccc(C)cc1)[C@@H](c1ccc(OC)c(Br)c1)O2	-2%	5%
C=CCOC[C@@H]1CN2[C@H](c3ccc(Br)cc3)[C@@H](C)CC[C@H]2C(=O)O1	1%	0%
Cc1ccccc1Nc1oc(-c2ccccc2)nc1-c1cccs1	2%	0%
COC(=O)C1=C(C(=O)OC)[C@@H]2N(C)c3ccccc3[C@@]23C[C@@H](C(=O)OC)N(S(=O)(=O)c2ccc(C(F)(F)F)cc2)C3=N1	-6%[12.4 µM]	-1%[12.4 µM]
C[C@@H](O)C#C[Si](C)(C)c1ccccc1	-2%	-3%
CO[C@@H]1c2cc(F)ccc2/C(=C\CCOC(=O)C/C=C/c2ccccc2)[C@H]1C	3%	3%
COC(=O)C1=C(C(=O)OC)[C@@H]2N(C)c3ccccc3[C@@]23C[C@@H](C(=O)OC)N(S(=O)(=O)c2ccc(C#N)cc2)C3=N1	2%[12.4 µM]	-3%[12.4 µM]
C=CC[C@](C)(Nc1ccc(OC)cc1)C(=O)OCC	0%	-1%
CCOC(=O)CNC(=O)O[C@@H]1C(=O)c2cc(Br)ccc2O[C@H]1c1ccc2c(c1)OCO2	1%	0%
CCCCC[C@H](O)/C=C/[C@@H]1[C@@H](CC(=O)CCC(=O)O)[C@@H](O)C[C@H]1O	1%	2%
NCCC[C@@H](CC(=O)N[C@@H]1CCCC[C@H]1C(=O)N[C@H](CC(=O)N[C@@H](CCC(=O)O)CC(=O)O)Cc1c[nH]c2ccccc12)NC(=O)C[C@H](Cc1c[nH]c2ccccc12)NC(=O)[C@@H]1CNCC[C@H]1N	2%	1%
CC1=C2[C@@H](O)[C@H]([C@@H](C)C(=O)NCCC(C)C)CC[C@@]2(C)C=CC1=O	-1%	-3%
C[C@H]1CC[C@@H]2N(C1)C[C@H]1[C@@H]3C[C@H]4[C@@H](C/C(=N\O)[C@H]5C[C@@H](O)CC[C@@]54C)[C@@H]3CC[C@H]1[C@]2(C)O	6%	5%
COc1ccc(-c2nc(-c3ccccc3)c(NCc3ccccc3)o2)cc1	2%	-15%
CC1CCC(C(C)[C@H]2CCC3C4CC(=O)C5C[C@@H](O)CC[C@]5(C)C4CC[C@@]32C)=NC1 (some centres undefined)	-12%	15%
COC(=O)C1=C(C(=O)OC)[C@@H]2N(Cc3ccccc3)c3ccccc3[C@@]23C[C@@H](C(=O)OC)N(S(=O)(=O)c2ccc4c(c2)OCCN4C)C3=N1	3%[12.4 µM]	-4%[12.4 µM]
COC(=O)C1=C(C(=O)OC)[C@@H]2N(C)c3ccccc3[C@@]23C[C@@H](C(=O)OC)N(S(=O)(=O)c2cccs2)C3=N1	1%[12.4 µM]	-14%[12.4 µM]
COC(=O)C(C(=O)OC)[C@@H]1O[C@@]23COC=C[C@]2(C)[C@H]3c2ccccc21	1%	2%
COC(=O)c1ccccc1S(=O)(=O)N1CCc2nc(COc3ccccc3)c3c(c2C1)CO[C@@H](C)C3	1%[12.4 µM]	-4%[12.4 µM]
C=C1CCC2[C@](C)(CO)[C@H](O)CC[C@@]2(C)[C@@H]1C/C=C1/C(=O)OC[C@H]1O (some centres undefined)	4%	-1%
O=S(=O)(CCc1ccccc1)c1nc2ccccc2s1	5%	14%
CCCCCCCc1cc2c(cn1)=C(OC)C(C)(OC(C)=O)C(=O)C=2Cl (centres undefined)	0%	-2%
CC(C)OC(=O)[C@@H]1CC[C@H](C)[C@@H](CCCC=O)O1	-2%	1%
COc1ccc2c(c1)C(=O)[C@@H](OC(=O)NCCc1ccc(OC)c(OC)c1)[C@H](c1ccc(OC)c(Br)c1)O2	0%	22%
O=C(/C=C/c1ccc2c(c1)OCO2)c1ccccc1	0%	2%
CC[C@H](C)[C@@H](NC(=O)O[C@@H]1Cc2cc(OC)ccc2O[C@H]1c1cccc(OC)c1)C(=O)OC	2%	6%
O=C(NCC1CCCCC1)c1nnc(C(=O)NCC2CCCCC2)c2c1[nH]c1ccccc12	2%	0%
(listing goes on)
SMILES	BLM helicase inh	APEX1 inh
CC(C)C[C@@H](CC(=O)N[C@@H](CCC(=O)O)CC(=O)O)NC(=O)[C@@H]1CCCC[C@H]1NC(=O)C[C@H](CCCN)NC(=O)C[C@H](CO)NC(=O)[C@@H]1CCCC[C@H]1N	-1%	-2%
NCCC[C@@H](CC(=O)N[C@@H]1CCNC[C@H]1C(=O)N[C@H](CC(=O)N[C@@H](CCC(=O)O)CC(=O)O)Cc1c[nH]c2ccccc12)NC(=O)C[C@H](Cc1c[nH]c2ccccc12)NC(=O)[C@@H]1CNCC[C@H]1N	3%	-2%
CC1(C)CC=C(O[Si](C)(c2ccccc2)c2ccccc2)CC1	-4%	0%
CC(C)C[C@@H](CC(=O)N[C@@H](CCC(=O)O)CC(=O)O)NC(=O)[C@@H]1CCCC[C@H]1NC(=O)C[C@H](CCCN)NC(=O)C[C@H](Cc1c[nH]c2ccccc12)NC(=O)[C@@H]1CCCC[C@H]1N	3%	-4%
COc1ccc(-c2nc3c(c4c2C[C@H](c2ccccc2)OC4)CN(C(=O)Nc2cccc(C#N)c2)CC3)c(C)c1	-7%[12.4 µM]	-1%[12.4 µM]
CC(C)[C@@H](CC(=O)N[C@@H]1CCCC[C@H]1C(=O)N[C@H](CC(=O)N[C@@H](CCC(=O)O)CC(=O)O)Cc1c[nH]c2ccccc12)NC(=O)C[C@H](Cc1ccccc1)NC(=O)[C@@H]1CNCC[C@H]1N	4%	2%
CC1=CC2C(C)(C)CC(=O)C[C@]2(C)CC1COc1ccc2c(c1)CC(=O)C=C2 (some centres undefined)	-13%	4%
CCCCC1=CC2=C(c3ccco3)C(=O)C(C)(OC(=O)c3ccc(OC)cc3)C(=O)C2=CN1CCc1c[nH]c2ccccc12 (centres undefined)	1%[12.4 µM]	16%[12.4 µM]
COC/C=C/C1=CC2=CC(=O)C(C)(OC(=O)CCc3ccccc3)C(=O)C2=CO1 (centres undefined)	2%	-5%
C=C(C)C(=O)c1ccc2c(c1)OCO2	3%	16%
C=C(C(C)=O)C(O)/C=C/c1ccco1 (centres undefined)	-14%	?
C#CCCOC(=O)N1C2=NC(C(=O)OC)=C(C(=O)OC)[C@@H]3N(CC#CC)c4ccccc4[C@]23C[C@H]1C(=O)OC	-2%[12.4 µM]	-2%[12.4 µM]
CCCCC/C=C\C/C=C\C[C@H](O)/C=C/C=C\CCCC(=O)O	1%	2%
CCCCS(=O)(=O)N1C2=NC(C(=O)OC)=C(C(=O)OC)[C@@H]3Nc4ccccc4[C@]23C[C@H]1C(=O)OC	4%[12.4 µM]	-9%[12.4 µM]
C=C(C)C(=O)/C=C/CCC/C=C/C(=O)OCC	2%	-2%
